Screening data as filed in PubChem BioAssay.
mIDH1 inhibitor: qHTS for Inhibitors of mutant isocitrate dehydrogenase 1 (IDH1): qHTS | Isocitrate dehydrogenase [NADP] cytoplasmic (Homo sapiens), O75874 | Potency, µM (titrated, usually from 76.6 µM), without a hit: at the highest dose activity change, negative = inhibition, actives largely listed as inhibitors | IDH1-R132H enzyme, NADPH consumption, diaphorase/resazurin fluorescence | 390,000 tested, 0.093% active; note: nearly all actives have a fitted effect of over 65% in size
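IDH1-R132H (0.5 ug/mL dispensed) in pH 7.5 Tris buffer was preincubated 30 min with compound, then given a substrate mix of 0.016 mM NADPH and 2 mM alpha-KG for 80 min at room temperature; remaining NADPH was read by diaphorase/resazurin fluorescence.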
USP1 inh: Inhibitors of USP1/UAF1: Primary Screen; Ubiquitin carboxyl-terminal hydrolase 1 (Homo sapiens), O94782; recombinant USP1/UAF1, Ub-Rhodamine cleavage fluorescence; Potency, µM (titrated, usually from 57.1 µM), for inactives: at the highest dose activity change, negative = inhibition, usual class: inhibitors; 390,000 tested, 0.23% active; AID 743255, 2014; note: nearly all actives have a fitted effect of over 60% in size; inactives centre near -12
Target sequence (O94782 whole entry, looked up): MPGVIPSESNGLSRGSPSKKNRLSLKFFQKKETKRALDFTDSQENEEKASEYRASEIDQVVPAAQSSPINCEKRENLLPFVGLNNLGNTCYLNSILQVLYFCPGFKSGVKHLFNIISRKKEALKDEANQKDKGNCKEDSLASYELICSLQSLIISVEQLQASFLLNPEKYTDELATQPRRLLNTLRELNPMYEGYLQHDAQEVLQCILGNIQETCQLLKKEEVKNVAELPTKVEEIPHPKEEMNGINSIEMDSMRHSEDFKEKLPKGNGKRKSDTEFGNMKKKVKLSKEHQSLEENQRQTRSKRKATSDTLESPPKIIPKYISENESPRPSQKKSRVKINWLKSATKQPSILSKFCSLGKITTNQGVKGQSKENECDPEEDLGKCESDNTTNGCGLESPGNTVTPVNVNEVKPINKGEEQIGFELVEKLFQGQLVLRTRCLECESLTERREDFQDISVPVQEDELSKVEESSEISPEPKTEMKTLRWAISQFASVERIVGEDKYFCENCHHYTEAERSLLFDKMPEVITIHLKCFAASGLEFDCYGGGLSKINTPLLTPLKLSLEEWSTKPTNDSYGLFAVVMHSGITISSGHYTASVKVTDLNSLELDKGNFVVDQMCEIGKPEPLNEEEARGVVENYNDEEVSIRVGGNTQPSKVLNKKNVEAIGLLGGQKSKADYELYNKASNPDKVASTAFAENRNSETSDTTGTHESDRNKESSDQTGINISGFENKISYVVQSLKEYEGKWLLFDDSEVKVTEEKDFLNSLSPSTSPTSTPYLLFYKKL
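High-throughput fluorogenic screen: 1nM USP1/UAF1 complex, Ub-Rho substrate 150nM final, 50mM HEPES pH 7.8 with 0.5mM EDTA, 0.1 mg/ml BSA, 1mM TCEP and 0.01% Tween-20.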
An asterisk follows results filed as active; ? = inconclusive. Calls come from the whole dose curve; as a rule, active = well fitted inhibition curve with a large enough effect; inconclusive = small, poorly fitted or top-dose-only effect; inactive = no such curve, though single readings can be large or run the other way. % is set by controls: 0 for no effect and ±100 for the full control effect; potency is the fitted concentration of half-maximal effect.

SMILES	mIDH1 inhibitor	USP1 inh
O=C(COC(=O)c1cc(S(=O)(=O)N2CCCCC2)ccc1Cl)NC1CCCCC1	-1.1%	-11.2%
O=C(CSc1nnc2ccc(-c3ccccn3)nn12)Nc1cccc(F)c1	-3.4%	-7.2%
S=C(NCCc1ccccc1)N1CCC2CC1c1c(Cl)cccc12 (stereo not given)	-5.2%	-16.7%
COc1ccc(CN2CCC[C@]3(N[C@H](c4ccccc4)[C@@H]4C(=O)N(C)C(=O)[C@@H]43)C2=O)cc1	-2.2%	-9.7%
O=C(CN1CCN(C(=O)c2ccc(-c3nc4ccccc4s3)o2)CC1)Nc1cccc(F)c1	-2.5%	2.5%
COc1cccc(-c2cc(C(=O)O)c3cc4ccccc4cc3n2)c1OC	-0.6%	-10.1%
Cc1cc(C)cc(NC(=O)C2COc3ccccc3O2)c1 (stereo not given)	-0.6%	-23.0%
Cc1ccc(OC(C)C(=O)N2CCc3ccccc32)c([N+](=O)[O-])n1 (stereo not given)	-1.6%	-12.8%
CCOC(=O)N1CCN(S(=O)(=O)N2CCCC(C(=O)NCc3ccccc3OCC)C2)CC1 (stereo not given)	2.8%	4.9%
C[C@@H]1CN([C@H](C)CO)C(=O)c2cc(Br)cnc2O[C@@H]1CN(C)C(=O)NC1CCCC1	15.1%	-14.6%
Cc1cccc(C)c1NC(=O)CNC(=O)CNC(=O)c1ccc2ccccc2c1	-2.1%	4.0%
O=C(C[C@@H]1C[C@@H]2c3cc(NC(=O)C4CCOCC4)ccc3O[C@@H]2[C@H](CO)O1)NCc1ccccn1	8.8%	-9.4%
CCn1c(SCC(=O)NC2CC2)nnc1-c1ccccc1	2.0%	-21.2%
O=C1NCCCN1C1OC(CO)C(O)C1O (stereo not given)	12.7%	-26.7%
c1nnc(NCNc2nncs2)s1	3.7%	?
C#CCN(C[C@@H]1[C@@H](OC(=O)NCc2ccc(OC)c(OC)c2)[C@@H](OC(=O)NCc2ccc(OC)c(OC)c2)Cn2c(=O)n(CCCCCC)c(=O)n21)S(=O)(=O)c1ccc(C)cc1	9.6%	-11.5%
N#CCC(=O)Nc1ccc(C(=O)Nc2cccc(S(=O)(=O)N3CCCC3)c2)cc1	2.9%	-21.2%
COc1cccc(-c2cnc3c(c2)C(=O)N([C@H](C)CO)C[C@@H](C)[C@H](CN(C)C(=O)Nc2ccccc2F)O3)c1	0.0%	-19.1%
CC(=O)OC1C(OC(C)=O)C2C(C)CC3OC(=O)C(C)C3CC2(C)C1OC(C)=O (stereo not given)	8.7%	-21.2%
O=C(OCc1cn([C@@H]2C[C@H](c3ccccc3)N(Cc3cccs3)C[C@H]2O)nn1)c1ccccc1	-0.3%	2.8%
C[C@H](NC(=O)c1nc[nH]c1C(=O)NC[C@@H](C)O)c1ccccc1	-4.7%	3.8%
CC(C)CN(C(=O)Cn1nnc(-c2ccc(Cl)cc2)n1)C1CCS(=O)(=O)C1 (stereo not given)	4.8%	0.9%
C#CCN(C[C@H]1[C@H](OC(=O)NC2CC2)[C@H](OC(=O)NC2CC2)C[C@@H](C(=O)OC)[C@H]1C(=O)OC)S(=O)(=O)c1ccc(C)cc1	5.1%	-2.3%
COCCn1c(=S)[nH]c2cc(C(=O)NC3CCCCCC3)ccc2c1=O	0.5%	-19.0%
COc1ccc(CC(Cc2ccc(OC)c(OC)c2)NC=O)cc1OC	-3.9%	-4.5%
COc1ccc(CN(C)C(=O)c2cc(-c3ccccc3)nc3ccc(C)cc23)c(OC)c1	12.1%	-18.1%
COc1ccc(NC(=O)N(C)C[C@@H]2OCc3cnnn3CCCC(=O)N([C@@H](C)CO)C[C@H]2C)cc1	-3.3%	-15.9%
Cc1ccc(SCc2c(C(=O)N/N=C/c3ccco3)nnn2-c2nonc2N)cc1	-4.4%	-12.8%
COc1ccc(NC(=O)C[C@H]2C(=O)N(Cc3ccccc3)C[C@@H]2CSC)cc1	1.5%	4.3%
COc1ccc(S(=O)(=O)N(C)C[C@H]2OCc3cn(nn3)CCCC(=O)N([C@H](C)CO)C[C@@H]2C)cc1	-0.8%	-23.4%
COc1ccc(CN(C)C[C@H]2OCCCC[C@H](C)Oc3ccc(NC(=O)CCC(F)(F)F)cc3C(=O)N([C@@H](C)CO)C[C@@H]2C)cc1	16.0%	-24.9%
Cc1ccc(NC(=O)CNC(=O)C23CC4CC(CC(C4)C2)C3)nc1	0.0%	-18.7%
Cc1cc(S(=O)(=O)Nc2ncnc3sccc23)ccc1F	-4.3%	-10.8%
COc1ccc(C(=O)N/C(=C\c2ccc(Cl)cc2)C(=O)NCc2ccncc2)cc1	-1.9%	0.3%
COc1ccc(NC(C)=O)cc1NC(=O)c1c(C)noc1C	0.3%	-17.5%
Cc1ccc2cccc(CC(=O)NN)c2c1	8.7%	-9.4%
CSc1ncnc2c1ncn2CCCNCCCc1ccccc1	18.3%	-29.3%
Cc1ccc([C@@H]2C[C@H]3[C@@H](CN2S(=O)(=O)c2ccc(Cl)cc2)C(=O)C[C@@H](c2ccccc2F)N3S(=O)(=O)c2ccc(C)cc2)cc1	-0.5%	-4.0%
Cc1ccc(NCN2C(=O)c3ccccc3C2=O)cc1Cl	-6.6%	?
CCCCOC(=O)c1ccc(NC(=O)COC(=O)C2CC2C)cc1 (stereo not given)	-0.1%	?
CC(=O)c1ccc(NC(=O)CN2CCN(S(=O)(=O)c3ccc4c(c3)OCCO4)CC2)cc1	-3.7%	?
CCCc1c(C(=O)N/N=C(\C)c2ccc(CC(C)C)cc2)nnn1-c1nonc1N	5.1%	-3.6%
C[C@H]1CN([C@@H](C)CO)C(=O)CCCn2nncc2CO[C@H]1CN(C)S(=O)(=O)c1ccc(Oc2ccccc2)nc1	8.7%	-24.1%
O=C(NCc1ccc(F)cc1)c1ccc(S(=O)(=O)N2CCCC2)cc1	-0.7%	-18.9%
CC1=C(C(=O)N(C)C)CC(CC(=O)NCCc2ccccn2)C(=O)N1Cc1ccc(C(C)(C)C)cc1 (stereo not given)	-3.3%	-20.1%
CCN(c1ccccc1)S(=O)(=O)c1ccc(Cl)c(NC(=O)CSc2nc(N)cc(=O)[nH]2)c1	-9.5%	-13.9%
COc1ccccc1N1CC(C(=O)OCC(=O)c2c(N)n(C)c(=O)n(C)c2=O)CC1=O (stereo not given)	-13.4%	-21.4%
CCCCCCn1c(=O)n2n(c1=O)C[C@]1(OC(=O)NCc3ccccc3F)CN(S(=O)(=O)c3ccc(C)cc3)C[C@]1(O)C2	-7.0%	-24.1%
CC(C)(C)Cc1c(-c2ccc(Br)cc2)nc2ccc(Cl)cn12	12.1%	-22.8%
CC(=O)c1ccc(OCC(=O)N(C)C2CCS(=O)(=O)C2)cc1 (stereo not given)	-5.5%	-23.3%
CSCCC(NC(=O)COc1ccccc1)C(=O)NCC(C)(C)N1CCOCC1 (stereo not given)	-5.7%	-22.5%
CC(=O)c1c(C)[nH]c(C(=O)OCC(=O)NC(C)c2ccccc2)c1C (stereo not given)	-3.6%	-3.4%
Cc1ccc(S(=O)(=O)N2CCCCC2)cc1NC(=O)COC(=O)c1cccc(O)c1	8.1%	-22.6%
COc1cc(CNC[C@H]2O[C@@H](n3ccc(N)nc3=O)[C@H](O)[C@@H]2O)ccc1OCc1cccc(Cl)c1	0.8%	?
CC(=O)N1CCc2c(sc(NC(=O)c3ccc(S(=O)(=O)N(C)CC4CCCO4)cc3)c2C(N)=O)C1 (stereo not given)	2.5%	-24.9%
O=S(=O)(c1cccnc1)N1CCCC(Nc2ccc(F)c(F)c2)C1 (stereo not given)	-3.5%	0.2%
C[C@H]1CN([C@@H](C)CO)C(=O)CCCn2nncc2CO[C@H]1CN(C)C(=O)C1CCCCC1	2.2%	?
COc1ccc(CC(=O)N(C)c2ccccc2)cc1S(=O)(=O)N1CCOCC1	-10.3%	-9.1%
CCCCC(=O)Nc1ccc(Cl)cc1F	18.5%	-17.3%
O=S(=O)(c1ccc(NC(=S)N2CCCCC2)cc1)N1CCCCC1	2.5%	-23.6%
Continued:
SMILES	mIDH1 inhibitor	USP1 inh
O=C(C1CCCO1)N1CCN(C(=O)C23CC4CC(CC(C4)C2)C3)CC1 (stereo not given)	1.5%	-15.7%
C[C@H]1CN([C@@H](C)CO)C(=O)CCCn2cc(nn2)CO[C@@H]1CN(C)C(=O)Nc1ccccc1	-3.6%	?
COc1ccc(CN(C)C(=O)CCNS(=O)(=O)c2ccccc2)c(OC)c1	1.7%	-12.4%
COc1ccccc1S(=O)(=O)N(C)C[C@H]1Oc2cc(Br)ccc2S(=O)(=O)N([C@@H](C)CO)C[C@H]1C	8.7%	?
C[C@@H]1CN([C@@H](C)CO)C(=O)CCCn2nncc2CO[C@H]1CN(C)S(=O)(=O)c1ccc(Oc2ccccc2)nc1	-3.6%	?
CCc1ncc(C(O)c2ccc(Cl)cc2)n1Cc1ccccc1 (stereo not given)	-2.7%	-2.3%
CN(C)CCOc1ccc2c(c1)C(=O)C(=Cc1ncc([N+](=O)[O-])n1C)C2	-9.0%	-6.2%
CCC[C@H]1CN(c2ccc(OC)cc2)C(=O)[C@@H]1CC(=O)Nc1ccccc1	10.6%	-17.3%
CC(C)NC(=O)N(C)C[C@H]1Oc2cc(Br)ccc2S(=O)(=O)N([C@H](C)CO)C[C@H]1C	2.4%	?
C[C@H]1CN([C@@H](C)CO)S(=O)(=O)c2ccc(Br)cc2O[C@H]1CN(C)Cc1ccc(F)cc1	2.4%	-19.8%
COc1ccc(NC(=O)CCCOc2ccc(C)cc2)cc1S(=O)(=O)N1CCCCC1	-0.9%	-26.6%
COc1ccc(S(=O)(=O)N2CCOC2CNC(=O)C(=O)NCc2ccccn2)cc1OC (stereo not given)	6.9%	-29.2%
COCCCN1C(=O)C(CC(=O)NCC2CCCCC2)CC(C(=O)N2CCOCC2)=C1C (stereo not given)	2.5%	?
COc1ccc(OCc2nnc(SCC(=O)Nc3oc(C)c4c(C)n[nH]c(=O)c34)n2C)cc1	-5.5%	-19.9%
COc1cc(C)c(CN2CCN(C(=O)CCC(=O)c3ccc(C)s3)CC2)cc1OC	3.4%	?

Four successive compounds already listed, for reference:
SMILES	mIDH1 inhibitor	USP1 inh
COc1ccc(CN(C)C(=O)CCNS(=O)(=O)c2ccccc2)c(OC)c1	1.7%	-12.4%
COc1ccccc1S(=O)(=O)N(C)C[C@H]1Oc2cc(Br)ccc2S(=O)(=O)N([C@@H](C)CO)C[C@H]1C	8.7%	?
C[C@@H]1CN([C@@H](C)CO)C(=O)CCCn2nncc2CO[C@H]1CN(C)S(=O)(=O)c1ccc(Oc2ccccc2)nc1	-3.6%	?
CCc1ncc(C(O)c2ccc(Cl)cc2)n1Cc1ccccc1 (stereo not given)	-2.7%	-2.3%

Sorted by heavy-atom count (rising): part of the list above
SMILES	mIDH1 inhibitor	USP1 inh
COc1cc(C)c(CN2CCN(C(=O)CCC(=O)c3ccc(C)s3)CC2)cc1OC	3.4%	?
COc1ccc(NC(=O)CCCOc2ccc(C)cc2)cc1S(=O)(=O)N1CCCCC1	-0.9%	-26.6%
C[C@H]1CN([C@@H](C)CO)C(=O)CCCn2cc(nn2)CO[C@@H]1CN(C)C(=O)Nc1ccccc1	-3.6%	?

Next compounds.
SMILES	mIDH1 inhibitor	USP1 inh
COCC(=O)N(C)C[C@H]1Oc2ncc(C#C[C@H](C)O)cc2C(=O)N([C@@H](C)CO)C[C@H]1C	6.7%	-6.6%
C=CCN1c2ccccc2Sc2cnccc21	11.5%	-22.7%
CCOC(=O)C1CCN(C(=O)c2ccc3c(=O)n4nc(Nc5ccccc5OC)sc4nc3c2)CC1	2.9%	?
CCc1ccc(N2CC(C(=O)N3CCN(S(=O)(=O)c4cccc(F)c4)CC3)CC2=O)cc1 (stereo not given)	-1.7%	?
O=S(=O)(Nc1cccc(F)c1)c1ccc(S(=O)(=O)N2CCOCC2)cc1	-0.6%	0.0%
CCOc1ccc(C(=O)COC(=O)Cn2[nH]c(=O)c3ccccc3c2=O)cc1	1.7%	-4.3%
COc1ccc(C(CNC(=O)CSc2ccccc2)N2CCOCC2)cc1 (stereo not given)	9.3%	-23.2%
Cc1sc2ccccc2c1CNC[C@H]1O[C@@H](n2ccc(N)nc2=O)[C@H](O)[C@@H]1O	-2.4%	-8.4%
Cc1ccc(S(=O)(=O)NN=C(c2ccccc2)c2cccs2)cc1	19.3%	-17.3%
COc1cccc2c1OC1(N3CCOCC3)CCCCC1C2C[N+](=O)[O-] (stereo not given)	2.9%	?
COc1ccc(OC)c(CCNC(=O)Cc2ccc(NC(=O)C3=C(C)OCCS3)cc2)c1	9.7%	-18.6%
COc1ccc(CC(=O)Nc2cc(S(=O)(=O)N3CCOCC3)ccc2N2CCCC2)cc1	14.9%	-17.1%
CN(C)CCNC(=O)C(=O)NCC1OCCN1S(=O)(=O)c1ccc(F)cc1 (stereo not given)	0.4%	?
COc1ccc(CC(=O)Nc2cc(F)ccc2F)cc1S(=O)(=O)N1CCOCC1	1.1%	-0.3%
OC(CNC1CCCCC1)CON=C1CCSc2c(Cl)cccc21 (stereo not given)	-1.1%	-18.1%
COc1cccc(S(=O)(=O)N(C)C[C@H]2Oc3ncc(Br)cc3C(=O)N([C@H](C)CO)C[C@H]2C)c1	2.0%	-21.4%
CC1(C)CCCC2(C)C(OCCO)=CC(=O)C=C12 (stereo not given)	-2.8%	-2.7%

Not all compounds are listed (hit frequency here may not be typical).
